pPAFAH inh: inhibitors of human plasma PAF acetylhydrolase (pPAFAH); Q13093; recombinant pPAFAH, FP-rhodamine probe fluorescence polarization; inhibition, % at 3.39 µM; hit rate 1.5% among 330,000; AID 463082;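 active = inhibition above the mean inhibition across the screen plus 3 SD, cut at about 25% in these data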;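 note: inhibitors block binding of the rhodamine activity-based probe so polarization drops; 0% = enzyme with DMSO and 100% = wells lacking pPAFAH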
PAD4 FP inh: PAD4 (human) enzyme inhibition; hit rate 0.41% among 330,000; inhibition, % at 6.36 µM; recombinant PAD4, RCA probe fluorescence polarization; Q9UM07; AID 485272;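 active = percent inhibition above a cutoff equal to the mean of all tested compounds plus 3 SD, cut at about 15% in these data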;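 note: 0% = PAD4 with RCA probe and DMSO and 100% = probe without PAD4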
PME-1 primary: PME-1 (human) inhibition | Q9Y570 | recombinant PME-1, FP-Rh probe fluorescence polarization | inhibition, % at 5.9 µM | hit rate 0.53% among 320,000;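 active = inhibition above the campaign mean of all compounds plus 3 SD, cut at about 26% in these data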;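 note: competitive labeling of PME-1 active site by serine hydrolase directed probe; 0% = PME-1 with DMSO and 100% = wells lacking PME-1 enzyme; inhibitors block probe labeling so polarization falls and inhibition rises; many of its hits are not listed in these tables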
PAFAH1B2 inh: blocks human PAF acetylhydrolase 1b catalytic subunit 2. hit rate 1.2% among 340,000. inhibition, % at 3.39 µM. recombinant PAFAH1B2, FP-rhodamine activity probe, fluorescence polarization;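 active = inhibition above the mean of all tested compounds plus 3 SD, cut at about 24% in these data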;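 note: 0% = enzyme with DMSO and 100% = wells lacking PAFAH1B2; many of its hits are not listed in these tables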
PAFAH2 inh: inhibitors of human PAFAH2; recombinant PAFAH2, FP-rhodamine activity probe, fluorescence polarization; inhibition, % at 3.39 µM; hit rate 0.99% among 340,000;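 active = inhibition above the mean over all tested compounds plus 3 SD, cut at about 30% in these data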;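 note: inhibitors block probe labeling of enzyme so polarization drops; 0% = enzyme with DMSO and 100% = wells lacking PAFAH2 protein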
LYPLA2 counter: blocks human lysophospholipase 2, a PME1 counter-screen. O95372. recombinant LYPLA2, FP-Rh probe fluorescence polarization. inhibition, % at 5.9 µM. hit rate 0.38% among 320,000;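 active = inhibition above the screen-wide mean plus 3 SD, limit set per campaign, cut at about 26% in these data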;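 note: 0% = LYPLA2 with DMSO and 100% = wells lacking LYPLA2 enzyme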
Target sequence (O95372 whole entry, looked up): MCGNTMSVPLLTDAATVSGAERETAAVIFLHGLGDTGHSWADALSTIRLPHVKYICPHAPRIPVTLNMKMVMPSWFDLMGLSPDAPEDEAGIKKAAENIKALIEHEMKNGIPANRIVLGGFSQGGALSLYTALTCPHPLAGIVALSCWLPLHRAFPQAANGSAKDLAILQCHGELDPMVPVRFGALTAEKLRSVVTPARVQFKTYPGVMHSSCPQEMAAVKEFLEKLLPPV
LYPLA1 inh: blocks human lysophospholipase 1, a PME1 counter-screen; AID 2174; O75608; inhibition, % at 5.9 µM; hit rate 0.16% among 320,000; recombinant LYPLA1, FP-Rh probe fluorescence polarization;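 active = inhibition above the mean of all tested compounds plus 3 SD, set per campaign, cut at about 14% in these data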;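 note: inhibitors block serine hydrolase probe labeling of LYPLA1 so polarization falls; 0% = enzyme with DMSO and 100% = wells lacking LYPLA1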
Target sequence (O75608 whole entry, looked up): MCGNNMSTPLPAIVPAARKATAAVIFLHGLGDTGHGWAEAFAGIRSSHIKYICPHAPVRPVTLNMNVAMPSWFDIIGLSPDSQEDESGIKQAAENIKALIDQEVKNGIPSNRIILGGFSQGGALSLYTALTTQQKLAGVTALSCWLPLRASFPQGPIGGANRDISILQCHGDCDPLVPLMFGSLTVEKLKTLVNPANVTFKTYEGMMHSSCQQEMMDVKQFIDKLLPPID
PAFAH1B3 inh: PAFAH1B3 (human) inhibition. Q15102. hit rate 0.28% among 340,000. AID 492972. inhibition, % at 3.39 µM. recombinant PAFAH1B3, FP-rhodamine probe, fluorescence polarization;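 active = inhibition above the screen-wide average of all tested compounds plus 3 SD, cut at about 25% in these data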;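 note: 0% = enzyme with DMSO only and 100% = wells lacking PAFAH1B3 protein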
Target sequence (Q15102 whole entry, looked up): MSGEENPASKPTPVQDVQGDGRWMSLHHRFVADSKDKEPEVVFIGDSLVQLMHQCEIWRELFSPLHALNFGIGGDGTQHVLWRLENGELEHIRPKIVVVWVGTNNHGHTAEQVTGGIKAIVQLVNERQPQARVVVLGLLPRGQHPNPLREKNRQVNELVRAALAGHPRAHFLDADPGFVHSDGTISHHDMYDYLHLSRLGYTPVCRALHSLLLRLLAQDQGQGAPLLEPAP
GSTO1 counter: counter-screen for RBBP9 inhibitors: inhibitors of human GSTO1; recombinant GSTO1, activity-based probe fluorescence polarization; hit rate 1.1% among 300,000; inhibition, % at 5.96 µM;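 active = inhibition above the campaign mean inhibition plus 3 SD, cut at about 35% in these data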;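 note: 0% = GSTO1-1 with DMSO and 100% = wells lacking GSTO1-1 enzyme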
Target sequence (P78417 whole entry, looked up): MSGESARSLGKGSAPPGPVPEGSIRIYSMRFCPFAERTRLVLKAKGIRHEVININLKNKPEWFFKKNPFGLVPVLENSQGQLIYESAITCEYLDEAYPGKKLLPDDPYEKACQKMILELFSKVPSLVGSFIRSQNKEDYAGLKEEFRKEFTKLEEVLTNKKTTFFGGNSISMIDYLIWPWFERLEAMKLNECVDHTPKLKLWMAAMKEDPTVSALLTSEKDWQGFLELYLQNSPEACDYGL
Active calls of the source: *; . = not tested or not shown. A portion of the library, so the mix of outcomes need not match the whole.

SMILES	pPAFAH inh	PAD4 FP inh	PME-1 primary	PAFAH1B2 inh	PAFAH2 inh	LYPLA2 counter	LYPLA1 inh	PAFAH1B3 inh	GSTO1 counter
CCOC(=O)c1cc2c(=O)c3cc(C)ccc3oc2nc1C	4	0	-4	6	-4	-4	0	7	7
O=C(CSc1nc(-c2ccccc2)cc(C(F)(F)F)n1)NCc1cccs1	1	-3	-3	5	-11	1	2	6	-1
Cc1ccc2sc(-c3ccc(NC(=O)c4cc(-n5cnnc5)ccc4Cl)cc3)nc2c1	-5	1	-49	-13	-27	-57	-26	-27	-25
COc1cccc(Nc2nc3ccc(OC)cc3s2)c1	13	5	17	-1	7	0	-7	12	5
Cc1nc([N+](=O)[O-])cn1C(C)C	3	-3	2	1	3	0	-1	-1	3
Cc1ccc(S(=O)(=O)Nc2nc(C)cc(NN)n2)cc1	0	-4	0	2	6	3	0	2	7
CCC(CC)C(=O)N1CCN(Cc2nc3ccccc3c(=O)[nH]2)CC1	4	-3	-1	0	1	4	3	-7	9
CN(C)c1ccc(/C=C(\C#N)c2ccccn2)cc1	11	-3	11	9	0	2	3	3	-5
Cc1cc(C)nc(NCC(O)CNc2ccccc2Cl)n1 (stereo not given)	2	-2	3	1	2	5	3	5	10
CCC1CCc2sc(C(=O)NNC(=O)c3ccncc3)cc2C1 (stereo not given)	5	1	-2	8	3	7	0	0	-7
Nc1c(Br)c(=O)[nH]c(=O)n1-c1ccccc1	2	-1	4	7	-1	-5	-3	5	-3
O=C(CN(C(=O)c1csnn1)c1ccc(Br)cc1)NC1CCCCC1	6	-1	1	2	-6	3	-3	-3	2
O=C(Nc1ccc(F)cc1)C(c1ccccc1)N1CCN(CC(=O)N2CCOCC2)CC1 (stereo not given)	-3	1	-1	1	-4	5	-2	0	.
CC(C)c1nnc(NC(=O)C2CCCN2C(=O)Nc2ccc(F)cc2)s1 (stereo not given)	2	3	4	0	3	8	4	3	5
Cc1ccc(C(=O)NCCCc2ccccc2)s1	0	1	0	7	-7	9	0	6	2
Cc1ccc(/C=N/OC(=O)c2c(C)noc2-c2snnc2C)cc1	5	4	-3	4	-7	-1	3	1	3
CN1CCN(c2ccccc2NC(=O)c2ccc(-c3cccc(Cl)c3)o2)CC1	0	0	-7	-2	-7	-9	-2	2	5
O=C(NCc1ccccc1)Nc1cccn(Cc2cccc(F)c2)c1=O	7	0	0	3	-1	-6	0	9	-3
O=C(NC(=S)NCc1ccccc1)c1ccccc1[N+](=O)[O-]	-2	6	2	0	6	9	2	1	4
COc1cc2[nH]c(C(=O)N3CCN(c4ccccc4F)CC3)cc2c(OC)c1OC	1	-4	1	-1	1	3	3	1	2
Cc1cccn2c(=O)c3cc(C(=O)NCc4cccnc4)c(=N)n(CC4CCCO4)c3nc12 (stereo not given)	-2	2	-2	-2	12	-4	0	1	6
Cc1ccc(S(=O)(=O)NCC(=O)N2CCCC2)cc1	3	0	-1	5	8	-4	2	14	7
CC(=O)N1CCc2cc3nc(C)cc(C)c3cc21	-1	-6	-2	3	-3	0	-1	3	-1
CC(NC(=O)c1cc(Br)cs1)C1CCCO1 (stereo not given)	3	-1	-2	3	-10	4	5	9	4
O=C(Cc1ccccc1)Nc1cccc(C(=O)O)c1O	1	0	0	10	6	5	8	-2	2
CCOc1ccc2nc(SCC3CC3(Cl)Cl)[nH]c2c1 (stereo not given)	4	3	6	1	9	1	1	2	-5
CCOC(=O)N1CCN(C(=O)c2c(O)c3cccc4c3n(c2=O)CC4)CC1	0	-2	-5	3	-4	5	3	7	1
CNC(=O)CSc1nnc(-c2ccncc2)n1Cc1ccccc1	4	1	5	7	5	-1	-1	3	3
CC(=O)NC(CC(=O)OCC(=O)c1ccc(NC(=O)CC(C)C)cc1)c1ccccc1 (stereo not given)	6	-5	-6	7	-4	8	-3	9	.
O=C(Nc1ccc(Cl)cc1F)c1ccccc1Br	4	-4	-2	0	7	1	-2	2	5
CCn1c(=O)c(C(=O)CN2CCc3ccccc32)c(N)n(Cc2ccccc2)c1=O	2	-4	1	-6	2	-4	-3	-9	-5
CC1CCc2c(nc3ncnn3c2Nc2ccc(OC(F)(F)F)cc2)C1 (stereo not given)	10	0	-4	2	-2	2	2	-4	4
COc1ccccc1CN1CCN(Cc2nc(Cc3ccccc3)no2)CC1	2	-1	-8	3	2	3	-2	1	2
COc1ccccc1[C@@H]1C(c2cccc(C)c2)=NN(c2ccccc2)[C@H]1C(=O)N1CCOC1=O	3	-8	6	6	5	-1	-1	10	0
Cc1cc(C)c(C(=O)N2CCCC(C(=O)c3cc(F)ccc3F)C2)o1 (stereo not given)	7	0	3	1	-6	-5	-1	3	1
COC(=O)C1=C(CS(=O)(=O)c2ccc(OC)c(OC)c2)NC(=O)NC1c1ccc(O)c(OC)c1 (stereo not given)	2	2	-9	0	-2	3	2	5	5

Overlap with the part before: six entries, followed by the next part.
SMILES	pPAFAH inh	PAD4 FP inh	PME-1 primary	PAFAH1B2 inh	PAFAH2 inh	LYPLA2 counter	LYPLA1 inh	PAFAH1B3 inh	GSTO1 counter
CCn1c(=O)c(C(=O)CN2CCc3ccccc32)c(N)n(Cc2ccccc2)c1=O	2	-4	1	-6	2	-4	-3	-9	-5
CC1CCc2c(nc3ncnn3c2Nc2ccc(OC(F)(F)F)cc2)C1 (stereo not given)	10	0	-4	2	-2	2	2	-4	4
COc1ccccc1CN1CCN(Cc2nc(Cc3ccccc3)no2)CC1	2	-1	-8	3	2	3	-2	1	2
COc1ccccc1[C@@H]1C(c2cccc(C)c2)=NN(c2ccccc2)[C@H]1C(=O)N1CCOC1=O	3	-8	6	6	5	-1	-1	10	0
Cc1cc(C)c(C(=O)N2CCCC(C(=O)c3cc(F)ccc3F)C2)o1 (stereo not given)	7	0	3	1	-6	-5	-1	3	1
COC(=O)C1=C(CS(=O)(=O)c2ccc(OC)c(OC)c2)NC(=O)NC1c1ccc(O)c(OC)c1 (stereo not given)	2	2	-9	0	-2	3	2	5	5
CCOC(=O)c1sc(NC(=O)c2ccco2)nc1C	2	-4	-1	4	-5	-3	1	0	3
Cc1cc(F)c(F)c(C(=O)N2CCCCC2C)c1Cl (stereo not given)	5	3	-3	7	5	-4	-1	-2	3
CSCCC(=O)N(C)CC1CCN(CCc2cccc(C(F)(F)F)c2)CC1	0	-1	5	3	-10	0	1	9	0
CCOC(=O)N1CCN(C(=O)C(CC)c2ccccc2)CC1 (stereo not given)	0	-2	2	3	2	1	-5	9	5
O=C(COc1ccc(Cl)cc1)NCC(=O)N/N=C/c1cccs1	-11	-3	4	7	2	-7	-2	6	-8
Cc1nc(NC(=O)c2ccccc2)sc1-c1csc(NCc2ccccc2)n1	0	-2	9	5	-3	-11	-17	11	-21
Cc1ccc(S(=O)(=O)Nc2ccccc2F)cc1C(=O)OC(C)C(=O)N1CCOCC1 (stereo not given)	15	-5	-2	3	6	-3	-1	-4	-4
COC(=O)c1cccnc1NC(=S)NC1CCCCC1	2	4	-3	6	4	6	5	2	2
Cc1nnc(NC(=O)CSc2nnc(-c3ccco3)n2C(C)C)s1	4	0	2	2	5	6	-1	3	-1
CCOC(=O)/C=C1\CN(Cc2cc(OC)c(OC)c(OC)c2)S(=O)(=O)c2ccc(C(F)(F)F)cc21	5	3	0	4	-5	-1	-3	0	-4
CCCc1n(CC(O)COCC2CC=CCC2)c2ccccc2[n+]1C (stereo not given)	-4	-2	-2	5	8	3	3	9	4
O=C(Nc1ncccc1O)c1ccc(S(=O)(=O)N2CCCCCC2)cc1	0	-2	0	7	-7	-2	-4	-2	4
NCCc1ccc(O)c(O)c1	11	0	-5	3	-3	7	5	1	13
Cc1ccc(-c2nnc(CCC(=O)NCC3C4CC5CC(C4)CC3C5)o2)s1 (stereo not given)	3	5	-1	-2	3	7	7	-5	8
O=C(Cn1cnc2cc([N+](=O)[O-])ccc2c1=O)NCCc1ccc(F)cc1	1	-1	3	-2	-1	-3	-3	12	6
COC(=O)c1nn(-c2ccccc2)c(Cl)c1/C=N/O	-2	-7	-2	1	-1	-2	-2	4	-1
Cc1ccc(C)c(NC(=O)CN(C)C(=O)COc2ncnc3sccc23)c1	3	0	-3	7	-1	4	-3	8	0
COc1ccc2cc(S(=O)(=O)n3cnc(C)c3)ccc2c1	5	1	1	.	.	-2	1	.	3
CSCCC(NC(=O)c1cccc(C)c1)C(=O)O (stereo not given)	-5	2	-10	8	3	0	1	13	7
Cc1cccc2c1N(CCOc1ccccc1Cl)C(=O)C2=O	2	0	1	-5	-11	-8	-4	-3	3
COc1ccc(/C=N/NC(=O)c2ccc3c(c2)NC(=O)C(C)(C)O3)cc1OC	9	-2	-1	1	-4	-3	-4	3	1
CCOP(=O)(OCC)/C(=N/OC(=O)c1ccc(OC)cc1)C(N)=O	6	5	-3	0	4	3	3	3	2
COc1cc(/C=N/NC(=O)c2nc3ccccn3c2C)cc(OC)c1O	4	-3	-4	4	-1	1	0	7	28
CC(=O)Nc1cc(C(=O)OC(C(=O)c2ccccc2)c2ccccc2)ccc1C (stereo not given)	3	2	-7	4	-1	-9	-3	2	-1
Cc1ccc(N(CC(=O)N/N=C/c2ccc(OC3CSC3)cc2)S(=O)(=O)c2ccccc2)c(C)c1	-1	3	-27	-17	-39	-28	-15	-22	-3
CNC(=O)COC(=O)c1ccc([N+](=O)[O-])cc1Cl	-8	-2	-4	-3	-14	-5	-1	-4	2
Cc1ccc2cc3cc(C(=O)NCCCN4CCCC4=O)oc3nc2c1	3	3	-4	-2	7	6	2	-4	1
O=C(O)c1ccc(N/N=C/c2c(F)cccc2Cl)cc1	6	0	3	2	6	3	0	3	-1

Quoted from the results shown (five entries):
SMILES	pPAFAH inh	PAD4 FP inh	PME-1 primary	PAFAH1B2 inh	PAFAH2 inh	LYPLA2 counter	LYPLA1 inh	PAFAH1B3 inh	GSTO1 counter
COc1ccc(/C=N/NC(=O)c2ccc3c(c2)NC(=O)C(C)(C)O3)cc1OC	9	-2	-1	1	-4	-3	-4	3	1
CCOP(=O)(OCC)/C(=N/OC(=O)c1ccc(OC)cc1)C(N)=O	6	5	-3	0	4	3	3	3	2
COc1cc(/C=N/NC(=O)c2nc3ccccn3c2C)cc(OC)c1O	4	-3	-4	4	-1	1	0	7	28
CC(=O)Nc1cc(C(=O)OC(C(=O)c2ccccc2)c2ccccc2)ccc1C (stereo not given)	3	2	-7	4	-1	-9	-3	2	-1
Cc1ccc(N(CC(=O)N/N=C/c2ccc(OC3CSC3)cc2)S(=O)(=O)c2ccccc2)c(C)c1	-1	3	-27	-17	-39	-28	-15	-22	-3

Screens (PubChem BioAssay)
